# Bioassay records as filed in PubChem.
# ATXN2 expr inh – ATXN2 expression inhibition. HEK-293 ATXN2-luciferase reporter, luminescence, 24 h. Potency, µM (doses to about 57 µM), for inactives: at the highest dose activity change, negative = inhibition, most hits filed as inhibitors. 0.72% of 360,000 active; also: potency is read from the fitted curve at half-maximal effect; % is scaled to controls: 0 for no effect and ±100 for the full control effect; nearly all actives have a fitted effect of over 55% in size
#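 qHTS (up to 57 uM final) was run with 24 h compound exposure of reporter cells at 37 °C. Each well was multiplexed: SteadyGlo luminescence measured ATXN2-luciferase expression after a fluorogenic Gly-Phe-AFC viability readout (25 uM final).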
# KB-3-1 cytotox – KB-3-1 parental cell cytotoxicity; AID 1347075; Potency, µM (titrated, usually from 46.1 µM), without a hit: top-dose activity change, negative = cytotoxic, most hits filed as cytotoxic; KB-3-1 viability, CellTiter-Glo ATP luminescence, 72 h; 1.4% of 400,000 active; also: potency is read from the fitted curve at half-maximal effect; % is scaled to controls: 0 for no effect and ±100 for the full control effect; nearly all actives have a fitted effect of over 60% in size
#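 Cells are dispensed, compounds pinned in, plates held at 37 °C for 72 h, then CellTiter-Glo is added and luminescence read after 10 minutes. Cell line: parental KB-3-1 in phenol-red-free DMEM, 10% FBS.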
# HT1080NT lethal – kills 2HG-producing HT-1080-NT fibrosarcoma cells; Potency, µM (doses to about 46.1 µM), inactives show at the top dose activity, negative = less viability, actives largely listed as cytotoxic; HT-1080-NT fibrosarcoma viability, CellTiter-Glo ATP luminescence, 48 h; 1.6% of 360,000 active;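 also: NT is the 2HG producing partner of a matched IDH1 knockdown line; potency is read from the fitted curve at half-maximal effect; 0% = DMSO-treated cells and -100% = media-only wells without cells; nearly all actives have a fitted effect of over 55% in size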
#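 Compounds were tested in concentration-response format on HT-1080-NT cells for 48 hours at 37 degrees C. Cell viability came from CellTiter-Glo luminescence; curves were classified by r2, response magnitude and activity.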
# WRN helicase inh – inhibitors of human WRN helicase. 0.46% of 360,000 active. Potency, µM (titrated, usually from 114 µM), without a hit: at the highest dose activity change, negative = inhibition, actives largely listed as inhibitors. WRN helicase unwinding, fluorescent forked duplex, kinetic. AID 651768. Q14191; also: potency is read from the fitted curve at half-maximal effect; % is scaled to controls: 0 for no effect and ±100 for the full control effect; nearly all actives have a fitted effect of over 55% in size
#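 Fluorescence dequenching readout, ex 525 nm/em 598 nm, kinetic mode: forked duplex DNA (100 nM final) with adjacent fluorophore and quencher unwound by WRN (20 nM final) with 2 mM ATP. Compound preincubation 15 min, room temperature.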
# HT1080 IDH1KD tx – HT-1080 IDH1 knockdown cell toxicity (counter line) | Potency, µM (doses to about 46.1 µM), for inactives: at the top dose activity, negative = toxicity, usual class: cytotoxic | AID 686971 | 2% of 360,000 active | HT-1080 IDH1 knockdown viability, ATP luminescence, 48 h;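 also: potency is read from the fitted curve at half-maximal effect; 0% = DMSO wells and -100% = cell-free medium wells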
#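 In this qHTS, HT-1080 cells depleted of IDH1 are exposed for 48 h at 37 °C to compound titrations. Toxicity is scored from CellTiter-Glo luminescence, with DMSO as full viability and medium alone as none.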
# MCF10A rerep – inducers of DNA re-replication in MCF 10A breast cells | Potency, µM (highest dose often 46.1 µM), for the others: at the top dose activity, positive = re-replication, usual class: activators | 2.9% of 350,000 active | MCF 10A DNA re-replication, Hoechst nuclear intensity, 48 h | AID 624296; also: potency is read from the fitted curve at half-maximal effect; % of control where 0% means no effect; nearly all actives have a fitted effect of over 50% in size
# KB-V1 cytotox – KB-V1 MDR subline cytotoxicity; AID 1347076; Potency, µM (titrated, usually from 46.1 µM), for inactives: at the highest dose activity change, negative = cytotoxicity, actives largely listed as cytotoxic; 3.4% of 400,000 active; KB-V1 MDR cells viability, CellTiter-Glo, 72 h; also: potency is read from the fitted curve at half-maximal effect; % is scaled to controls: 0 for no effect and ±100 for the full control effect; nearly all actives have a fitted effect of over 60% in size
#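 Cytotoxicity via CellTiter-Glo luminescence after 72 h compound exposure at 37 degrees C. Cells: drug-selected KB-V1 line, DMEM phenol-red free plus 10% FBS. Compounds tested at multiple concentrations; normalized data fitted to concentration-effect curves.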
# IL1B secr inh – blocks inflammasome-driven IL-1 beta release; THP-1 LPS/ATP IL-1B secretion, AlphaLISA, 16 h; active compounds read low; activity change, % at 57.5 µM; 4.7% of 360,000 active; AID 743279; in the data active = activity change below about -50%; inconclusive = mostly about -30% to -49%; also: % is scaled to controls: 0 for no effect and ±100 for the full control effect
#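 THP-1 cells pretreated 1 hr with compounds (up to 57.5 uM final), then stimulated with LPS (250 ng/mL final) plus ATP (1.25 mM final); secreted IL-1B measured by AlphaLISA after 16 hr, decreased signal indicating inhibition.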
# SW480 rereplic – inducers of DNA re-replication in SW480 colon cancer cells. Potency, µM (series often up to 46.1 µM), for the others: at the highest dose re-replication activation, hits mostly activators. 1.8% of 340,000 active. AID 624297. SW480 DNA re-replication, Hoechst DNA content imaging, 48 h; also: potency is read from the fitted curve at half-maximal effect; % of control where 0% means no effect; nearly all actives have a fitted effect of over 55% in size
#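 Treated cells incubate 48 hr (37 C, 5% CO2), are stained 40 min with Hoechst, and nuclear fluorescence is enumerated; a rise in nuclei with high DNA signal marks re-replication.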
# Starred values were filed as active, the others as inactive; i = inactive; u = inconclusive; x = no result given; [ ] = dose if it differs, or a comment. Unless noted, calls follow the shape of the dose curve; as a rule, active = well fitted curve in the direction sought with a large enough effect; inconclusive = small, poorly fitted or top-dose-only effect, or another doubt; inactive = no such curve, though single readings can be large; an effect the other way counts as inactive or inconclusive. Outcome played no part in choosing rows (roughly 12% active in at least one column).
SMILES,ATXN2 expr inh,KB-3-1 cytotox,HT1080NT lethal,WRN helicase inh,HT1080 IDH1KD tx,MCF10A rerep,KB-V1 cytotox,IL1B secr inh,SW480 rereplic
COc1cc(C2CC(=O)C=C(O)C2)cc(OC)c1OC (configuration not stated),-22%,-8%,0%,-12%,2%,3%,9%,-14,-2%
Cc1cc(N(CN2CCCC2=O)C(=O)c2ccc(OC(C)C)cc2)no1,5%,5%,6%,4%,0%,-2%,u,16,3%
O=C(OCCN(CCOC(=O)c1ccncc1)S(=O)(=O)c1cccs1)c1ccncc1,3%,11%,7%,3%,10%,2%,13%,17,-2%
CCC(C(=O)NC1CCCC1)N(C(=O)c1snc(C(N)=O)c1N)c1ccc(C)cc1C (configuration not stated),-26%,-6%,20%,6%,16%,2%,u,-8,9%
O=C(c1cc(-c2cccnc2)nc2ccc(Cl)cc12)N1CCN(S(=O)(=O)c2cccs2)CC1,6%,u,-6%,u,-16%,14%,u,i,u
CCOC(=O)C1C(=O)NC(c2ccccc2)=NC1c1ccc(O)c(OC)c1 (configuration not stated),2%,1%,17%,4%,27%,1%,10%,30,-6%
CCSc1ccc(-c2cc(NC=O)c3ncc(-c4cccc(C(=O)NCCN(C)C)c4)n3c2)cc1,u,u,18µM*,u,u,x,-17%,-108*,x
Cn1c(CCCOc2ccc(Cl)cc2Cl)nnc1SCC(=O)Nc1ccc(F)c(Cl)c1,-4%,3%,u,-19%,-24%,23µM*,-26%,5,12%
CC12CC3CC(C)(C1)CC(NCc1ccncc1)(C3)C2,4%,5%,16%,-2%,-1%,7%,-12%,-3,-1%
CCc1nnc(NC(=O)CCC(=O)Nc2ccc(OC)cc2OC)s1,6%,-2%,u,-8%,4%,-3%,0%,50,u
CCOc1ccc(S(=O)(=O)N2CCC(C(=O)Nc3ccc(C)c(S(=O)(=O)N4CCOCC4)c3)CC2)cc1,x,-16%,-9%,-3%,-12%,0%,5%,3,16%
COC(=O)C1(CC2CC(c3ccc(Cl)cc3)=NO2)CCN(C(=O)OC(C)(C)C)CC1 (configuration not stated),-25%,-17%,1%,3%,-1%,u,-4%,-1,24%
Cc1c(C)c2c(OCC(=O)Nc3cccnc3)cc3c(c2oc1=O)CCC(C)(C)O3,6%,0%,1%,-3%,-1%,-5%,26%,-23,6%
O=C(c1ccc(OC2CCN(CCc3ccccc3)CC2)cc1)N1CCCC(CO)C1 (configuration not stated),x,-3%,3%,4%,1%,-3%,1%,-6,-24%
COc1ccc(-c2ccnc3ncnn23)cc1,-12%,-5%,19%,5%,16%,9%,u,-3,-1%
CC(C)CC(=O)Nc1c(C(=O)N2CCN(Cc3ccccc3)CC2)oc2ccccc12,-13%,-2%,-6%,-4%,-10%,6%,-4%,-16,28%
Cn1c(=O)n(C)c2cc(NC(=O)COc3ccc(Cl)cc3)ccc21,2%,-8%,1%,-1%[57.1 µM],-22%,u,u,2,-22%[1.84 µM]
COc1ccc(OCCC(=O)N2CCOCC2)cc1,14%[11.3 µM],6%,17%,-21%,27%,-6%,29%,-14,-3%
CN(Cc1cccnc1)C(=O)Cc1ccc(NS(=O)(=O)c2cccc(C(F)(F)F)c2)cc1,-13%,5%,-5%,6%,-10%,u,-14%,9,-16%
O=C(CN1C2=NCCCN2c2ccccc21)c1ccc([N+](=O)[O-])cc1,u,u,-28%,-6%,-29%,4%,16%,0,u
O=c1cc(-c2ccccc2)cc(-c2ccccc2)n1CCCO,-8%,0%,-3%,1%,2%,u,9%,u,0%
C/C(=N\O)C(=O)OC1CC(C)CCC1C(C)C (configuration not stated),-33%,-2%,-22%,-6%,-25%,u,-1%,11,4%
Cc1ccccc1NC(=O)c1c([N+](=O)[O-])c(C(C)(C)C)nn1C,1%,-2%,-2%,6%,-10%,u,0%,24,1%
CC(C)NC(=O)N(C)C[C@H]1OCCCC[C@H](C)Oc2ccc(NC(=O)NC3CCCCC3)cc2C(=O)N([C@H](C)CO)C[C@@H]1C,-10%,6%,13%,-2%,7%,x,u,-13,x
COc1ccc(N2CCN(C(=O)C3CCCO3)CC2)cc1 (configuration not stated),-3%,-3%,6%,-11%,10%,25%,-16%,-6,-12%
COC(=O)C(Cc1ccc(O)cc1)NC(=O)Cn1cc(C)c(=O)[nH]c1=O (configuration not stated),-17%,1%,-1%,-1%,-4%,5%,3%,11,1%
COC(=O)C1(C)NC(c2ccc(O)cc2)C2C(=O)N(c3ccc4c(c3)OCCO4)C(=O)C21 (configuration not stated),1%,14%,16%,3%,18%,2%,12%,-4,-6%
COc1ccc(CCNC(=O)CC2SC(=NCc3ccccc3)NC2=O)cc1 (configuration not stated),-14%,u,16%,-10%,-7%,-15%,-2%,0,-5%
CCOc1ccccc1NC(=O)COc1ccc(S(=O)(=O)N2CCCC2)cc1,-10%,-4%,-6%,1%,0%,-1%,-13%,-11,-45%[inhibitor]
COc1ccc(/C=N/S(=O)(=O)c2ccccc2)cc1OC,-20%,8%,9%,-2%,6%,2%,3%,19,-2%
CCCCN(C)CCCNC(=O)c1ccc2c(c1)NC(=O)C(N1CCOCC1)S2 (configuration not stated),1%,14%,4%,5%,5%,-7%,26%,-3,-6%
CCc1ccc(C2N(c3ccc(OC)cc3)C(=O)C3CCCN32)cc1 (configuration not stated),5%,11%,12%,3%,0%,7%,u,-15,3%
Fc1ccc(-c2ccnc3nc(N4CCOCC4)nn23)cc1,2%,13%,6%,0%,4%,-1%,6%,12,0%
CN(C(=O)COC(=O)c1cc(=O)[nH]c2ccccc12)C1CCCCC1,48%[activator],0%,-2%,-10%,1%,4%,0%,0,4%
COc1ccc(OCCCC(=O)OC(C)C(=O)Nc2ccccc2[N+](=O)[O-])cc1 (configuration not stated),3%,2%,7%,-11%,19%,0%,-11%,10,-1%
COC(=O)c1sccc1S(=O)(=O)Nc1ccc(S(N)(=O)=O)cc1,-16%,7%,16%,-28%,19%,-2%,u,1,-10%
O=C(CC1CC2CCC1C2)OCC(=O)c1c[nH]c2ccccc12 (configuration not stated),5%,-6%,-17%,3%[57.1 µM],-23%,-4%,-1%,14,-3%
O=c1[nH]c(C(Cl)Cl)nc2sc3c(c12)CCN(Cc1ccccc1)C3,13%,24%,2%,-36%,1%,-1%,8%,33,0%
O=C(CSc1nc(-c2ccco2)cc(C(F)(F)F)n1)N1CCN(Cc2ccccc2)CC1,-38%,-8%,24%,-3%,-3%,20%,-13%,-15,1%
COc1ccc(CC(=O)N2CCNC2=O)cc1,6%,0%,-3%,9%,-2%,-183%[0.0737 µM],23%,-13,7%
COc1ccccc1C(=O)Nc1c2c(nn1-c1ccc(Cl)cc1)CS(=O)(=O)C2,-7%,1%,0%,10%,9%,2%,0%,24,u
CC(C)CC(CCc1ccccc1)OS(N)(=O)=O (configuration not stated),-8%,0%,10%,-3%,10%,1%,u,35,-8%
Cc1ccc(S(=O)(=O)Nc2ccccc2N2CCOCC2)cc1,-19%,13µM*,21µM*,1%,18µM*,u,u,64,u
CCN(CC)c1ccc(NC(=O)CN2CCN(CC(=O)Nc3ccccc3F)CC2)cc1,2%,11%,-13%,9%,-7%[9.24 µM],6%,u,-7,-3%
Cc1cc(Cl)ccc1C(O)c1ncc(-c2cccc(F)c2)[nH]1 (configuration not stated),-11%,0%,u,-7%,u,x,-1%,-20,x
CC(C)(C)c1cc(C(=O)N/N=C/c2ccccn2)n[nH]1,x,1%,6%,-10%,0%,-5%,-3%,-26,2%
Clc1ccccc1/C=N/Nc1cc(N2CCOCC2)ncn1,26%,9%,-1%,-4%,17%,0%,5%,-20,1%
COc1cc(CNC(C)(C)CO)ccc1OCC(=O)NC(C)(C)C,-7%,5%,10%,-17%,3%,0%,0%,0,-4%
CS(=O)(=O)N(CC(=O)NCCc1ccccc1)C1CCCCC1,-3%,9%,19%,3%,11%,1%,23µM*,3,-5%
CC(C)N(C(=O)Nc1ccc2nccnc2c1)C(C)C,21%,9%,9%,-5%,10%,4%,28%,-18,6%
CCN(Cc1ccncc1)C(=O)Cc1cccs1,x,1%,18%,-3%,6%,6%,13%,-1,-4%
COc1ccc(S(=O)(=O)N(CC(=O)N2CCN(c3ccccc3)CC2)c2ccccc2)cc1,x,2%,-1%,1%,0%,-1%,u,-13,-6%
COc1cc(CC(=O)NCc2ccco2)cc(OC)c1OC,-6%,-7%,-1%,1%,-1%,-2%,11%,9,-4%
N#Cc1ccc(-c2nc3ccc(Br)cn3c2Cc2ccccc2C(F)(F)F)cc1,12%,u,0%,-4%,1%,x,0%,7,x
Cc1cn2c(=O)c(C(=O)N3CCN(c4ccccc4Cl)CC3)cnc2s1,4%,-11%,-3%,-6%,12%,-3%,-23%,5,-1%

# Look-ups from the list:
# CC(C)N(C(=O)Nc1ccc2nccnc2c1)C(C)C @ HT1080NT lethal: 9%
# COc1cc(CC(=O)NCc2ccco2)cc(OC)c1OC @ KB-3-1 cytotox: -7%
